FBPA coupling cs: qHTS Assay for Inhibitors of Fructose-1,6-bisphosphate Aldolase from Giardia Lamblia: Coupling assay counterscreen | activity change, negative = inhibition, % at 58.2 µM, hits read low | coupling enzyme system counterscreen, AmpLite Red fluorescence | AID 2472, 2010 | hit rate 0.67% among 290,000; in the data active means activity change below about -30%
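Activity here indicates interference with the coupling reaction, not aldolase inhibition. Compounds at 57.5 uM final met coupling enzymes for 10 min at RT; substrate and AmpLite Red detection followed, with a 525/598 nm fluorescence read after 20 min.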
Giardia kill: Small Molecules that selectively kill Giardia lamblia: qHTS; Giardia lamblia trophozoite viability; activity change, % at 7.66 µM, hits read low; hit rate 0.15% among 340,000; AID 540267, 2011; in the data active means activity change below about -80%; inconclusive means between about -30% and that limit;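 further: parasites exposed to compound for two days anaerobically before the ATP read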
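Giardia trophozoites, 100 cells per well, were exposed to compounds for 48 hrs at 37 deg C under anaerobic conditions; viability was then read as ATP content by bioluminescence after 15-30 min at room temperature.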
USP2a block: qHTS Assay for Inhibitors of Ubiquitin-specific Protease USP2a Using CHOP2 as the Reporter; hit rate 0.01% among 330,000; USP2 core, Ub-CHOP2 coupled fluorogenic reporter, 485/531; Potency, µM (titrated, usually from 38.3 µM), without a hit: at the highest dose activity change, negative = inhibition, usual class: inhibitors; Ubiquitin carboxyl-terminal hydrolase 2 (Homo sapiens), O75604;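 further: potency means the concentration at half of the fitted maximal effect; plate controls were DMSO wells for no effect and full inhibition by NEM control for full effect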
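Deubiquitinase activity read as fluorescence (485/531 nm) after Ub-CHOP2 cleavage activates the enterokinase reporter on its substrate; USP2 core 10nM, Ub-CHOP2 and substrate 25nM each, 30min compound preincubation then 60min RT; data normalized to NEM, curves fitted.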
uPA generation: qHTS for Inhibitors of Cell Surface uPA Generation; hit rate 0.31% among 330,000; AID 540303, 2011; cell surface uPA generation assay, qHTS; Potency, µM (series often up to 38.3 µM), for the others: top-dose activity change, negative = inhibition, most hits filed as inhibitors; active means well fitted inhibition curve with a large enough effect; inconclusive means small, poorly fitted or top-dose-only effect; inactive means no such curve, though single readings can be large or run the other way; tested in mouse RAW 264.7 cells; further: potency means the concentration at half of the fitted maximal effect; nearly all actives have a fitted effect of over 55% in size
Chronic BCR inh: qHTS Assay to Find Inhibitors of Chronic Active B-Cell Receptor Signaling; ABC-DLBCL IkBa-CBG/CBR reporter, luminescence ratio, 4 h; Potency, µM (top dose mostly 46.1 µM), for the others: at the highest dose ratio change, negative = lower green/red ratio, actives largely listed as inhibitors; hit rate 0.05% among 340,000; AID 493014, 2011; active means well fitted inhibition curve with a large enough effect in the signal ratio, with a control signal flat, not every such curve was filed as active; inconclusive means small, poorly fitted or top-dose-only effect, or effect the other way, or a change in a side signal; the % refers to the signal ratio;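 further: potency means the concentration at half of the fitted maximal effect; plate controls were basal doxycycline-induced cells for no effect and cells given 10 µM MG132 for full effect; MG132 reads +100%, hits lower the ratio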
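Cell line TMD8 (human ABC DLBCL), stably expressing tet-inducible CBG68-IkBa fusion and CBR; IMDM/0.5% FBS; cpd up to 46 uM; dox induction, 4 h, 37C/5% CO2; dual luminescence; green/red ratio; MG132 control.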
KCNH2 WT inh: qHTS for Inhibitors of KCHN2 3.1: Wildtype qHTS. U2OS, BacMam KCNH2, thallium flux FluxOr; stronger effect = lower value. activity change, % at 1.84 µM. hit rate 0.37% among 340,000;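 active means maximum activity change below -70%; inconclusive means maximum activity change between -70% and -50%; inactive means maximum activity change above -50%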
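U2OS cells were transduced with wild-type KCNH2 virus (2.03 x 10^8 / mL) for 4 h at room temperature, then cultured overnight at 37 C. Thallium flux was read with FluxOr dye. Rate constants were normalized to DMSO controls.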
KCNH2 3.1 inh: qHTS for Inhibitors of KCHN2 3.1: Mutant qHTS. activity change, % (tested at about 1.8 µM). hit rate 0.95% among 340,000. U2OS KCNH2 3.1, thallium flux FluxOr; stronger effect = lower value. Potassium voltage-gated channel subfamily H member 2, brain isoform KCNH2 3.1 (human);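 active means maximum activity change below -70%; inconclusive means maximum activity change from -70% to -50%; inactive means maximum activity change above -50%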;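 further: thallium influx rate constant from kinetic fluorescence after stimulation buffer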
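U2OS cells transduced with KCNH2 3.1 mutant virus (1.77 x 10^8 /mL, 4 h), plated overnight at 37 C, loaded 45 min with FluxOr dye plus Red40 quencher. Thallium flux rate constant from kinetic reads after stimulation buffer, normalised to controls.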
GALK inh: qHTS Assay for Inhibitors of Human Galactokinase (GALK). P51570. Purified GALK, Kinase-Glo residual ATP luminescence. Potency, µM (titrated, usually from 57.5 µM), for the others: top-dose activity change, negative = inhibition, actives largely listed as inhibitors. hit rate 0.007% among 270,000; further: potency means the concentration at half of the fitted maximal effect
Target sequence (P51570 whole entry, looked up): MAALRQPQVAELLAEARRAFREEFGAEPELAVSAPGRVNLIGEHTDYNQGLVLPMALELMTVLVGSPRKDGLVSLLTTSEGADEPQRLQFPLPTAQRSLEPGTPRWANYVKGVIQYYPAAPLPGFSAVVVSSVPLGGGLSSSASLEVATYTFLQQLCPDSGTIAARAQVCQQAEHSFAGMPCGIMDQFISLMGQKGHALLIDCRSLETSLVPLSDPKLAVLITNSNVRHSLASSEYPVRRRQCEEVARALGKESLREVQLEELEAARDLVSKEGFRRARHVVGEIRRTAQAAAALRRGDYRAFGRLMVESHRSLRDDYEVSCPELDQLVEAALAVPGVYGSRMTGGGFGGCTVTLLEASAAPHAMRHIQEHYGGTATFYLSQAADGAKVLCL
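ATP-depletion format; final 35 uM ATP, 100 uM D-galactose, 5 nM enzyme; pH 8.0 HEPES/Mg2+ buffer; 60 min RT; luminescence read 10 min after detection reagent.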
B2AR arrestin: qHTS assay of beta-arrestin-biased ligands of beta2-adrenergic receptor; hit rate 0.02% among 330,000; beta-arrestin recruitment to beta2AR, cell-based reporter; Beta-2 adrenergic receptor (Homo sapiens), P07550; Potency, µM (series often up to 46.1 µM), for the others: at the top dose activation, hits mostly activators;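 further: potency means the concentration at half of the fitted maximal effect; 0% = DMSO controls and full agonism = EC100 isoproterenol or metaproterenol; nearly all actives have a fitted effect of over 65% in size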
Eya2 inh: qHTS Assay for Inhibitors of the Phosphatase Activity of Eya2; Protein phosphatase EYA2 (Homo sapiens), O00167; recombinant Eya2, OMFP fluorescence dephosphorylation (OMFP is methylfluorescein phosphate); Potency, µM (doses to about 76.9 µM), for the others: at the top dose activity, negative = inhibition, actives largely listed as inhibitors; hit rate 0.006% among 330,000; further: potency means the concentration at half of the fitted maximal effect
Target sequence (O00167 whole entry, looked up): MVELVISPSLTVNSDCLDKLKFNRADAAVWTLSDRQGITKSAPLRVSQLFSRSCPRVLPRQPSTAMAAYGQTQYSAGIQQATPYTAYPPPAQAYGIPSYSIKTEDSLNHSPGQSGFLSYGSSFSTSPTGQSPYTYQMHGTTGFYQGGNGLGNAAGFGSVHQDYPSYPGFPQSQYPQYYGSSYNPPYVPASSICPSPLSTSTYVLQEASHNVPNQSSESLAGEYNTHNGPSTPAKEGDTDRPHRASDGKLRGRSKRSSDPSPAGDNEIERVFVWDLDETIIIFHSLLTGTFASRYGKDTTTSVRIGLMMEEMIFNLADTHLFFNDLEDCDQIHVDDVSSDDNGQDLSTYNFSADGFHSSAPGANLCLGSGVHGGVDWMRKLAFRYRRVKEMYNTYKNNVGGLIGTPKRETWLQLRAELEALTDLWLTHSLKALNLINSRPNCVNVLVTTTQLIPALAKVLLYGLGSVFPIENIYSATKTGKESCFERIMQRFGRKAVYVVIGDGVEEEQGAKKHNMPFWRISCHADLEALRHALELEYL
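Eya2 protein (added as 0.2 uM solution) was preincubated with compound for 10 min at ambient temperature in 50 mM HEPES pH 7.5, 50 mM NaCl, 5 uM MgCl2, 0.05% BSA, 1 mM DTT. OMFP (added at 50 uM) then reacted 10 min; fluorescence read at 485/525 nm.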
PKM2 activator: qHTS Assay for Activators of Human Muscle isoform 2 Pyruvate Kinase; Potency, µM (titrated, usually from 57.5 µM), without a hit: at the highest dose activation, most hits filed as activators; purified PKM2, Kinase-Glo ATP luminescence, activation; response scale: 0% is enzyme alone, no compound; hit rate 0.34% among 260,000; AID 1631, 2009; Pyruvate kinase PKM (Homo sapiens), P14618; further: potency means the concentration at half of the fitted maximal effect; nearly all actives have a fitted effect of over 55% in size
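Kinase-Glo luminescence reports ATP generated from ADP (0.1 mM) and PEP (0.5 mM) by purified hPK-M2 after 1 h at room temperature, pH 7.2 imidazole buffer; intermediate enzyme activity allows detecting inhibitors and activators.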
Numbers without * were called inactive; u = inconclusive; x = no result given; [ ] = another dose, or the depositor's remark. Unless noted, the call rests on the fitted dose curve; in most records, active means well fitted curve in the direction sought with a large enough effect; inconclusive means small, poorly fitted or top-dose-only effect, or another doubt; inactive means no such curve, though single readings can be large; an effect the other way counts as inactive or inconclusive. Unless noted, on the % scale 0 is the no-effect control and ±100 the full control effect.

SMILES	FBPA coupling cs	Giardia kill	USP2a block	uPA generation	Chronic BCR inh	KCNH2 WT inh	KCNH2 3.1 inh	GALK inh	B2AR arrestin	Eya2 inh	PKM2 activator
COC(=O)c1sc(NC(=O)CSc2nc3cccnc3n2C2CCCCC2)nc1C	1	17	2%	7%	-11%	1	-22	3%	0.2%	23%	-3%
CCN1C(=O)N[C@@H](c2ccco2)C(C(=O)OC)=C1C	-1	-3	x	-4%	x	-14	8	x	x	x	-6%[11.5 µM]
CN1CCN(C(=O)CCn2nc(-c3ccccc3)c3ccccc3c2=O)CC1	2	12	0%	-2%	2%	-4	-12	3%	-0.1%	-2%	-2%
COc1cccc(CN2CC(C(=O)N(C)Cc3[nH]c4ccccc4c3C)CCC2=O)c1 (stereo not given)	3	6	4%	0%	-6%	3	-1	3%	0.1%	7%	-1%[0.46 µM]
CCCNC(=O)COc1coc(CN2CCN(c3cccc(Cl)c3)CC2)cc1=O	x	-11	1%	0%	-1%	5	20	-1%	0.0%	5%	x
Cc1cc2ncn(C(=O)c3ccc4c(c3)OCO4)c2cc1C	-1	-17	2%	11%	1%	10	-17	2%	0.8%	4%	-1%
Cn1c(=O)c2c(O)cc(=O)n(-c3ccccc3)c2n(C)c1=O	-1	-13	2%	3%	-3%	-13	-18	2%	-0.1%	-12%	0%
C=CCn1c(CCc2ccccc2)nnc1SCC(N)=O	0	-19	-8%	-7%	0%	1	-39	1%	-1.0%	-8%	3%[11.5 µM]
Cc1ccc(C)c(N(C(=O)c2snc(C(N)=O)c2N)C(C(=O)NCC2CCCO2)c2cccs2)c1 (stereo not given)	-1	9	-1%	11%	-10%	-4	-12	-2%	0.4%	-11%	1%
O=c1c2ccccc2[nH]c(=S)n1CCN1CCC(=C(c2ccc(F)cc2)c2ccc(F)cc2)CC1	-1	x	-1%	x	u	x	x	x	-0.7%	6%	-1%
O=C(c1cc2ccccc2o1)N1CCCC1	-1	-19	-1%	-15%	8%	-3	1	0%	2.5%	9%	1%
CC(=O)c1cccc(NC(=O)CN2C(=O)COc3ccc(Cl)cc32)c1	5	-1	1%	1%	13%	26	14	1%	0.2%	-3%	-4%
CCC(C(=O)NCc1ccco1)n1nc(-c2ccc(OC)cc2)ccc1=O (stereo not given)	0	7	4%	-4%	-16%	1	3	-1%	0.0%	9%	0%
Cc1ccnc(NS(=O)(=O)c2ccc(NC(=O)c3ccc(Br)o3)cc2)n1	5	-5	1%	x	-5%	-1	-13	-2%	-0.1%	0%	-2%
CCOc1ccc(NC(=O)CSc2nc3ccccc3c(=O)n2Cc2cccs2)cc1	2	-4	1%	6%	10%	-3	u	1%	-0.2%	-3%	1%
Cc1ccc(-c2cn(-c3ccccc3)c(SCC(=O)NC3CCS(=O)(=O)C3)n2)cc1C (stereo not given)	-1	6	-2%	4%	u	5	-10	-1%	-0.8%	-1%	9%
Cc1sc(N/N=C/c2cccnc2)nc1-c1ccccc1	-3	-6	1%	-2%	u	2	3	-1%	-0.9%	13%	8%
Fc1ccc(-n2c(Cc3cccs3)n[nH]c2=S)cc1Cl	4	2	9%	-1%	1%	0	4	-1%	0.0%	-14%	-4%
Cc1ccc(S(=O)(=O)N2CCOCC2)cc1C(=O)NC1CCCCC1	-2	-7	2%	x	5%	-2	2	1%	-0.3%	8%	-1%
COc1c(C=O)c(CCN(C)C(=O)c2ccc(F)cc2)cc2c1OCO2	0	-17	0%	5%	1%	-6	-5	0%	-1.2%	-10%	-7%
CCCn1c(SCC(=O)Nc2cc(S(=O)(=O)N3CCCCC3)ccc2C)n[nH]c1=O	x	-6	0%	14%	u	-17	-10	x	-1.1%	14%	x
COc1cc(C(=O)N2CCN(c3ccccc3Cl)CC2)ccc1OCC(=O)N1CCOCC1	x	-8	-2%	12%	u	-4	7	x	-0.2%	4%	x
Cc1ccc(C)n1-c1ccc(C(=O)NCC2CCCO2)cc1 (stereo not given)	1	-8	-1%	0%	4%	4	21	-1%	-0.1%	4%	-4%
COc1ccc(-c2nc(SC(C)C(=O)c3c(N)n(C)c(=O)n(C)c3=O)n[nH]2)cc1 (stereo not given)	x	-15	1%	-6%	0%	3	2	x	-0.3%	-2%	x
O=C(CSc1nnnn1C1CCCCC1)Nc1ccc2c(c1)OCO2	-2	-13	2%	13%	u	-1	10	-3%	2.8%	-1%	-7%

Whole records as entered above. Order of screens: FBPA coupling cs | Giardia kill | USP2a block | uPA generation | Chronic BCR inh | KCNH2 WT inh | KCNH2 3.1 inh | GALK inh | B2AR arrestin | Eya2 inh | PKM2 activator
Shown for CCN1C(=O)N[C@@H](c2ccco2)C(C(=O)OC)=C1C : -1 | -3 | x | -4% | x | -14 | 8 | x | x | x | -6%[11.5 µM]
Shown for CN1CCN(C(=O)CCn2nc(-c3ccccc3)c3ccccc3c2=O)CC1 : 2 | 12 | 0% | -2% | 2% | -4 | -12 | 3% | -0.1% | -2% | -2%

(next part)
SMILES	FBPA coupling cs	Giardia kill	USP2a block	uPA generation	Chronic BCR inh	KCNH2 WT inh	KCNH2 3.1 inh	GALK inh	B2AR arrestin	Eya2 inh	PKM2 activator
CCCCCCCNC(=O)C1(CC2CC(c3ccc(Cl)cc3)=NO2)CCN(C(=O)C2(C)CC2)CC1 (stereo not given)	0	4	-7%	-19%	3%	-20	-43	x	-0.8%	-9%	-2%
Clc1ccc(OCc2nnc(SCc3nc4ccccc4[nH]3)n2Cc2ccco2)cc1	1	-8	2%	-3%	-7%	4	-26	-2%	0.1%	-1%	3%
CC(C)CCNC(=O)CCC(=O)NNc1nc2ccccc2c2nc(-c3ccccc3)nn12	0	-15	6%	10%	2%	-18	u	1%	-0.9%	6%	0%
Fc1ccc(C2CC(c3ccccc3)n3ncnc3N2)cc1 (stereo not given)	1	-7	3%	1%	-14%	3	4	-1%	-0.2%	9%	11%
CCOc1ccc(C2/C(=C(/O)c3ccc(OC)cc3)C(=O)C(=O)N2c2cc(C)on2)cc1OC (stereo not given)	13	-14	-1%	-4%	-8%	5	7	5%	-0.7%	-5%	-8%
CCC(C(=O)NCCc1ccc(C)cc1)n1nc(C)c2c(C)n(-c3ccccc3)nc2c1=O (stereo not given)	1	18	0%	8%	0%	5	26	-1%	5.3%	u	x
O=C(Nc1cc(C(F)(F)F)ccc1N1CCCC1)C1=COCCO1	x	19	0%	-3%	-1%	4	0	x	0.1%	-11%	x
C/C(=N\NC(=O)c1ccccc1)c1nc2ccccc2n1C	-2	-30	4%	-4%	u	11	-14	0%	-0.7%	-1%	2%
N#Cc1nc(-c2ccco2)oc1N1CCC(Cc2ccccc2)CC1	0	3	-1%	3%	u	4	-9	2%	0.1%	-19%	-6%
O=C(CN1C(=O)CSc2ccccc21)N/N=C/c1ccco1	1	-13	3%	0%	u	9	0	0%	-1.2%	-2%	5%
C1CSC2(N1)C1CC3CC(C1)CC2C3 (stereo not given)	1	-18	1%	8%	-3%	2	-4	1%	0.1%	11%	-9%
CC(C)(C)c1ccc(-c2cc(N)n[nH]2)cc1	-17	1	-12%	-16%	-18%	5	-10	1%	-0.2%	-17%	-6%
CCCOC(=O)C1=C(C)N(C)C(=O)NC1c1cc2c(cc1[N+](=O)[O-])OCO2 (stereo not given)	-12	8	0%	1%	11%	2	0	1%	3.1%	4%	x
CSCCC(NC(=O)c1ccc(Cl)cc1Cl)C(=O)N1CCCCCCC1 (stereo not given)	x	8	-1%	-3%	0%	-7	-5	x	-0.9%	14%	x
CCC(=O)OCC(=O)N=c1sccn1Cc1ccccc1Cl	x	-2	1%	-5%	1%	-3	13	1%	0.1%	1%	-1%
CCOP(=O)(OCC)C(C)(C)NC(=O)c1cc([N+](=O)[O-])cc([N+](=O)[O-])c1	4	1	2%	3%	12%	13	-18	4%	-1.2%	18%	-2%
COc1cccc(-c2cc(C(F)(F)F)nc(N3CCC(C)CC3)n2)c1	-2	1	-2%	6%	1%	6	8	-3%	-0.3%	-12%	-5%
COc1ccc(CC(=O)OCC(=O)NC2CCCCC2)cc1	x	8	0%	17%	1%	-5	16	x	-0.1%	4%	x
O=C(Nc1ccccc1)/C(=C\c1cccs1)NC(=O)c1ccccc1	2	1	0%	-1%	3%	3	6	-2%	-0.1%	-2%	-11%
